Screening data: PubChem BioAssay, several laboratories
PKA-R2B activ = activators of PKA-R2B holoenzyme, primary screen, biochemical, fluorescence polarization, Cy5-IP20, human; cAMP-dependent protein kinase catalytic subunit beta (Homo sapiens) + cAMP-dependent …; PKA-R2B holoenzyme dissociation; R2B truncated from residue 108, S112A mutant; 0% DMSO only, 100% 113 µM cGMP; activation, % at 11.4 µM; 340,000 tested, 0.079% active; AID 504700, 2011;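 active means activation above a cutoff set at the mean over all compounds plus 3 SD, cut at about 18% in these data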;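 further: higher means more holoenzyme dissociation and a rise in polarization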
SR-BI uptake up = activators of SR-BI mediated DiI-HDL uptake, primary screen, ldlA[mSR-BI] CHO cells, DiI fluorescence; 3 h; 100 = double the neutral-control signal; activation, % at 12.5 µM; 320,000 tested, 0.096% active;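 active means mean replicate activation of at least 60% and every replicate at or above 60%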;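 further: 0% = median plate neutral-control signal and 100% = twice that signal; values of inactives mirror those of a sister screen read the other way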
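Assay system: LDL receptor-deficient CHO ldlA cells overexpressing murine SR-BI / Medium: BSA-supplemented, HEPES-buffered Ham's F12, pH 7.4 / Probe or stimulus: DiI-labelled HDL at 10 µg/mL final / Timing: compound with DiI-HDL co-incubation, 3 h at 37 °C / Technique: bottom-read cell fluorescence after medium removal, ex 550/em 595 nm / Measure: HDL uptake via cellular fluorescence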
LANA DNA inh = inhibitors of KSHV C-LANA binding to DNA, primary screen, biochemical, fluorescence polarization, FAM-LBS DNA, MBP-C-LANA, single point | 340,000 tested, 0.078% active | inhibition, % at 9 µM;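 active means highest replicate inhibition at or above 60% at 9 µM, even if other replicates fall short; inactive means all replicates below 60% inhibition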;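 further: 0% = neutral control wells and 100% = 4 µM acridine orange control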
RTF Ca sens inh = cardiac RTF calcium sensitivity inhibitors, primary screen, biochemical, IANBD-TnC fluorescence, EC70 calcium | Troponin I, cardiac muscle (Homo sapiens) + Troponin T, cardiac muscle (Homo sapiens) + … | IANBD-labeled cardiac RTF, Ca2+ fluorescence | inhibition, % at 7.15 µM | 340,000 tested, 0.12% active;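 active means inhibition above the mean inhibition of all tested compounds plus 3 SD, cut at about 17% in these data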;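 further: assay run at fixed EC70 calcium of 1.6 mM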
DAGLB inh = DAGLB lipase inhibitors, primary screen, biochemical, fluorescence, HTS. Diacylglycerol lipase-beta (Homo sapiens), Q8NCG7. HEK293T DAGLB membrane lysate, EnzChek fluorogenic substrate. inhibition, % at 5.17 µM. 340,000 tested, 0.059% active. AID 504411, 2011; in the data active means inhibition above about 34%;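 further: 0% = enzyme with vehicle and 100% = wells lacking enzyme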
Target sequence (Q8NCG7 whole entry, looked up): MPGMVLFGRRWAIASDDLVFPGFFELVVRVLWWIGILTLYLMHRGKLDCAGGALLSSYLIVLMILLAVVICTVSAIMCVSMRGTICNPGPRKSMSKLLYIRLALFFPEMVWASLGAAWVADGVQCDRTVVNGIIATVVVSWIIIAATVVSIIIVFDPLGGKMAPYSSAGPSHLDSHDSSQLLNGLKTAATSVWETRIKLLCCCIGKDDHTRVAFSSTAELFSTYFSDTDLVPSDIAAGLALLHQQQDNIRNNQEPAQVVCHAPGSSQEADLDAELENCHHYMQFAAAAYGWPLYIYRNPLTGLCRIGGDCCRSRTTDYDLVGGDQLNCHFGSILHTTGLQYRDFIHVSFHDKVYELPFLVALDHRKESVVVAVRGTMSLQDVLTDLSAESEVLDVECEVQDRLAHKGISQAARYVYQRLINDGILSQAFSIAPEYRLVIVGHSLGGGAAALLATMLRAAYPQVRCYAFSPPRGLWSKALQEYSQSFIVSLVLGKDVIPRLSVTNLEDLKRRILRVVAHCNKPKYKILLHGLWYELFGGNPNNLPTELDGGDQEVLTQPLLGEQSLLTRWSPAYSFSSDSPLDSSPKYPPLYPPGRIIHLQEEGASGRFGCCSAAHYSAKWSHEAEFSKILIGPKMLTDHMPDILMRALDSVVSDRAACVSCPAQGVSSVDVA
PvdQ inh = P. aeruginosa PvdQ acylase inhibitors, primary screen, biochemical, fluorescence, plate reader and imaging, single point; AID 488965, 2010; purified PvdQ acylase; inhibition, % at 10 µM; 340,000 tested, 0.063% active; in the data active means inhibition above about 30%, passing the limit was not always enough;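 further: 0% = vehicle neutral wells and 100% = reference inhibitor wells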
NSD2 inh = NSD2 histone methyltransferase inhibitors, primary screen, biochemical, AlphaScreen, single concentration, set 2 | Histone-lysine N-methyltransferase NSD2 (Homo sapiens), O96028 | AID 743445, 2014 | NSD2 peptide methylation, 120 min | inhibition, % at 12.5 µM | 310,000 tested, 0.54% active; in the data active means inhibition above about 50%
Keap1-Nrf2 PPI = Keap1-Nrf2 protein-protein interaction inhibitors, primary screen, biochemical, fluorescence polarization, single point; Keap1 Kelch-Nrf2 peptide fluorescence polarization, 1536-well; inhibition, % at 9.4 µM; 340,000 tested, 0.15% active; in the data active means inhibition above about 12%;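 further: human Keap1 Kelch domain with fluorescein labeled Nrf2 9mer peptide probe; 0% = neutral control wells and 100% = peptide positive control; higher means more block of Keap1 binding to Nrf2 peptide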
Arrestin-AP2 inh = inhibitors of beta-arrestin/AP2 binding, primary screen, biochemical, GPCR trafficking, flow cytometry; beta-arrestin 1 C-terminal peptide binding to AP2 beta2-adaptin appendage (human); 340,000 tested, 0.31% active; inhibition, % at 10 µM; FITC-arrestin peptide / GST-AP2 beads; AP2 beta2 appendage carries R879A mutation; AID 504490, 2011;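 active means inhibition above a set limit, near 3 SD of compounds lacking own fluorescence, cut at about 54% in these data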;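 further: plate controls were DMSO wells for no effect and 5 µM unlabelled arrestin peptide for full effect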
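Material – GST-tagged AP2 beta2-adaptin appendage (R879A) on 4 µm glutathione beads · Probe or stimulus – fluorescein-tagged arrestin peptide at 50 nM final · Timing – 12 min plus 1 h, RT · Detection – bead flow cytometry, FITC channel · Read-out basis – inhibition as reduced fluorescein signal on beads, percent · Medium – PBS plus Tween 20 (0.05%) and BSA (0.1%)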
SR-BI DiI inh = inhibitors of SR-BI mediated HDL lipid uptake, primary screen, ldlA[mSR-BI] cells, fluorescence, single point; ldlA[mSR-BI] CHO cells, DiI-HDL uptake fluorescence, 3 h; inhibition, % at 12.5 µM; 320,000 tested, 0.96% active; AID 488896, 2010;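 active means mean replicate inhibition of at least 70% and a set share of replicates each scoring 70 or more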;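 further: 0% = median of neutral control wells and 100% = median of positive control wells; values of inactives mirror those of a sister screen read the other way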
Starred values were filed as active, the others as inactive; x = not tested or not shown.

structure	PKA-R2B activ	SR-BI uptake up	LANA DNA inh	RTF Ca sens inh	DAGLB inh	PvdQ inh	NSD2 inh	Keap1-Nrf2 PPI	Arrestin-AP2 inh	SR-BI DiI inh
CC(C)(C)OC(=O)N1CCC[C@H]1C(=O)O	-9.2	5.8	2.1	-1.9	0.4	12.2	x	-7.1	10.2	-5.8
COc1cccc(CN2C(=O)c3cccc(N)c3C2=O)c1	-10.8	5.8	1.6	0.7	-0.6	15.5	-33.2	-1.5	4.5	-5.8
Cc1ccc(C(=O)Nc2ccccc2N2CCCC2)s1	-14.6	-60.4	-1.2	-6.3	0.3	-6.8	4.9	-2.7	20.5	60.4
N#CC1=C(N)Oc2n[nH]c(-c3cccs3)c2C1c1ccoc1 (configuration not stated)	0.9	41.9	3.4	-2.0	0.0	0.9	11.8	-0.6	23.5	-41.9
CC1(CC(=O)N/N=C/c2ccc(OCc3ccc(Cl)cc3Cl)cc2)OCCCO1	-2.8	11.0	0.4	-25.6	0.3	-14.6	-2.0	-2.9	9.6	-11.0
CC(=O)Nc1ccc(NC(=O)C2CCN(S(=O)(=O)c3cccc4nonc34)CC2)cc1	1.2	21.3	-1.2	-3.9	1.4	-0.7	23.7	1.7	31.9	-21.3
NS(=O)(=O)c1cccc(NC(=O)Nc2ccc(Cl)cc2)c1	-1.7	-4.1	-1.1	0.6	-0.8	-2.8	x	-1.4	3.4	4.1
CCC(C)NC(=O)C1CCC(CNS(=O)(=O)c2ccccc2)CC1 (configuration not stated)	-1.7	-10.9	-5.0	-1.2	-1.3	10.3	7.1	4.6	8.1	10.9
CCCC(=O)Nc1ccc2c(c1)C(=O)NC2=O	-15.8	x	-0.3	-5.4	-2.6	-19.5	x	-2.7	-7.6	x
COc1ccc(C(=O)/C=C/Nc2ccc([N+](=O)[O-])cc2)cc1	5.2	-6.2	-1.2	-3.8	4.8	-12.9	2.1	-0.3	0.9	6.2
CCOC(=O)/C(C#N)=C/N1CCOCC1	-6.7	33.4	1.3	3.9	-2.5	3.1	-1.1	-0.6	20.0	-33.4
CN(CC(=O)Nc1c(Cl)cccc1Cl)C(=O)CC1Sc2ccccc2NC1=O (configuration not stated)	-15.4	-8.0	x	-7.9	4.1	-13.8	0.2	x	-9.2	8.1
CCNC(=O)N(CCOC)CC1CCCN(C2Cc3ccccc3C2)C1 (configuration not stated)	-11.8	16.0	-0.3	-0.7	-1.0	-11.8	0.4	0.9	-12.8	-16.0
COC(=O)c1sc2ccccc2c1NC(=O)c1cccs1	12.2	-0.4	0.1	5.4	-3.7	-5.2	16.6	3.7	-0.1	0.4
COc1ccc(C(=O)COC(=O)c2ccco2)cc1	6.9	16.9	0.2	-2.8	-2.3	13.5	1.1	-1.0	8.7	-16.9
Cc1cccc(N2CCN(c3nc(C)cc(C)c3C#N)CC2C)c1 (configuration not stated)	-3.6	-25.4	0.9	-5.7	-8.4	-1.2	-0.5	3.2	24.1	25.4
O=C(N/N=C/C=C/c1ccco1)/C(=C/c1ccccc1)NC(=O)c1ccccc1	-17.0	1.4	0.0	-13.0	4.0	-6.1	15.0	2.0	1.2	-1.4
CN=C(C)c1c(O)c2ccccc2oc1=O	2.7	-8.2	1.6	9.3	2.5	-2.9	-1.4	0.0	0.3	8.2
CCCCn1cnc2c(c1=O)c1nc3ccccc3nc1n2Cc1ccc2c(c1)OCO2	1.2	9.8	0.9	3.9	-0.8	-5.8	0.5	-1.1	5.5	-9.8
CCc1ncc(CN2CCC(C(=O)Nc3cccc(-c4cscn4)c3)CC2)cn1	6.0	-11.6	1.1	-6.9	3.3	-6.5	1.3	-0.5	40.2	11.6
CC(Sc1nc(N)cc(=O)[nH]1)C(=O)NCC(=O)Nc1ccc(F)c(F)c1F (configuration not stated)	1.8	18.8	-0.4	3.3	-2.1	6.8	-0.9	-1.7	24.5	-18.8
Cc1cc(C(=O)CSc2nnc(-c3ccco3)o2)c(C)n1Cc1ccco1	4.6	-10.6	1.2	-1.8	-3.4	-11.4	0.1	-2.6	-4.4	10.6
Cc1noc(C)c1C(=O)N1CCCC(Nc2ccc(C(C)C)cc2)C1 (configuration not stated)	7.3	18.0	0.7	-3.2	1.0	-1.2	11.2	4.3	6.3	-18.0
CC(=O)N1c2c(cc(Br)cc2S(=O)(=O)N2CCN(c3ccccn3)CC2)CC1C (configuration not stated)	-3.6	4.5	0.4	5.4	2.8	-16.2	-1.3	0.9	7.0	-4.5
O=[N+]([O-])c1ccccc1CSc1ccccn1	x	-3.6	-0.7	x	x	-7.4	-1.1	2.9	21.4	3.6

Just LANA DNA inh and PKA-R2B activ, for some of the entries so far:
SMILES | LANA DNA inh | PKA-R2B activ
Cc1cc(C(=O)CSc2nnc(-c3ccco3)o2)c(C)n1Cc1ccco1 | 1.2 | 4.6
NS(=O)(=O)c1cccc(NC(=O)Nc2ccc(Cl)cc2)c1 | -1.1 | -1.7

Continuation.
structure	PKA-R2B activ	SR-BI uptake up	LANA DNA inh	RTF Ca sens inh	DAGLB inh	PvdQ inh	NSD2 inh	Keap1-Nrf2 PPI	Arrestin-AP2 inh	SR-BI DiI inh
O=C(CSc1nc2c(c(=O)n1-c1ccc(Br)cc1)SCC2)NCC1CCCO1 (configuration not stated)	1.1	7.1	0.3	-10.4	-0.5	2.5	x	-0.6	1.6	-7.1
Cc1sc2c(c1C)CN(Cc1ccncc1)CN2C(=O)c1ccco1	5.9	10.1	1.3	-9.2	-2.9	0.6	-1.0	-0.2	-7.2	-10.1
COc1ccc(S(=O)(=O)N2CN(Cc3ccco3)c3nc4ccccc4nc32)cc1	-3.8	3.4	0.0	-31.9	-0.2	4.8	5.3	-5.5	9.1	-3.4
Cc1cc(Br)ccc1NC(=O)CNC(=O)CSc1ncccn1	-7.5	6.5	-0.4	-4.7	1.6	-10.3	-2.5	-5.9	-2.3	-6.5
Nc1ccccc1Nc1cc(-c2ccccc2)nn1-c1cccc(Cl)c1	-8.0	-25.2	1.2	-0.5	-10.9	-21.1	36.8	-7.0	-3.7	25.2
NCC(c1ccco1)c1c[nH]c2ccccc12 (configuration not stated)	-1.9	x	-0.7	-5.1	4.7	-14.6	-0.3	-2.1	-4.8	x
CC1(C)Cc2c(sc3nc(SCC(=O)NCc4ccccc4)n(-c4ccccc4)c(=O)c23)CS1	-1.9	-13.7	0.3	-4.2	0.3	-9.5	10.0	-0.2	6.3	13.7
CCc1ccc(-c2ccc3nnc(SCC(=O)NCC4CCCO4)n3n2)cc1 (configuration not stated)	14.1	-17.8	-0.6	-16.6	2.3	2.0	2.9	-3.7	15.5	17.8
CC(=O)c1ccc(N2CCN(C(=O)c3ccc(OCc4c(C)noc4C)cc3)CC2)cc1	-4.3	1.3	-0.2	-4.8	0.6	-9.7	-1.8	2.0	4.6	-1.3
O=C(CNc1ccc2c(c1)OCO2)N/N=C\c1cn(Cc2ccccc2)c2ccccc12	-9.3	-27.0	1.2	-3.9	2.8	-4.8	-1.1	-4.2	13.0	27.0
CCCCn1c(=NC(C)=O)c(C#N)cc2c(=O)n3cccc(C)c3nc21	2.3	9.0	1.7	-5.2	0.1	3.4	x	-3.9	24.6	-9.0
CC(C)(C)C1CCC2(CC1)C(Nc1cccc(C(F)(F)F)c1)=NC(=S)N2CC#N (configuration not stated)	2.3	151.8*	-0.3	-3.6	2.1	-9.3	63.7*	-2.0	-12.3	-151.8
O=C1CC(NC(=O)c2ccc(Cl)cc2)C(=O)N1 (configuration not stated)	-7.7	2.7	0.0	-7.4	-3.4	-4.0	-4.9	-7.2	51.8	-2.7
Cc1cccc(OCC(=O)NNC(=O)CCN2CCN(c3ccccc3)CC2)c1C	2.6	-20.2	0.5	7.9	-1.8	-3.6	-5.0	1.7	-16.1	20.2
O=C(Cn1nc(C(=O)O)c2ccccc2c1=O)Nc1cc(C(F)(F)F)ccc1-n1cncn1	-5.0	0.8	-1.0	-4.4	-0.3	-11.7	-1.5	-4.2	-6.7	-0.8
CC1(C)CC(=O)C=C(Nc2ccc(C(=O)O)cc2)C1	-11.6	10.6	0.8	-25.3	-3.5	-0.6	-1.0	-0.4	14.8	-10.6
COc1ccc(Cl)cc1NC(=O)NNC(=O)c1ccccn1	-4.6	1.6	0.0	-7.3	7.0	-10.5	10.4	4.7	0.3	-1.6
CCc1nnc(NC(=O)c2ccc(-c3ccccc3F)o2)s1	-8.5	22.3	2.6	-0.7	-3.0	-3.2	6.5	-1.5	4.4	-22.3
COc1cccc2c(C)cc(N3CCCCCC3)nc12	-3.8	-12.9	2.0	-4.7	-2.1	-17.9	-6.1	2.1	-3.9	12.9

Rows were taken by chance. About 2.1% of those tested had a hit in this group.
